# From PubChem BioAssay
# HTT ATP protect – cytoprotection in Huntington HTT-Q103 PC12 cell model. AID 1471. hit rate 0.14% among 230,000. Potency, µM (doses to about 56.4 µM), for inactives: cytoprotection (ATP increase), most hits filed as activators. PC12 HTT-Q103 induced, cytoprotection, ATP luminescence, 40 h;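 further: potency means the concentration at half of the fitted maximal effect; % of control where 0% means no effect; nearly all actives have a fitted effect of over 45% in size; toxic huntingtin expression switched on by the ecdysone agonist tebufenozide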
#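 Cells were plated at 1500 per well in phenol red-free DMEM with 5% equine and 5% calf serum. Tebufenozide (100 nM final) and compounds were added, then ATPlite reagent, and luminescence was read.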
# CBFb-RUNX1 inh – blocks binding between human CBF-beta and RUNX1; 230,000 tested, under 10 active; AlphaScreen CBFb-His/RUNX1-biotin binding, biochemical; AID 1477; Potency, µM (doses to about 59.8 µM), inactives show at the highest dose activity, negative = inhibition, usual class: inhibitors; Q01196+Q13951; further: % of control where 0% means no effect
# Target sequence (Q01196 whole entry, looked up): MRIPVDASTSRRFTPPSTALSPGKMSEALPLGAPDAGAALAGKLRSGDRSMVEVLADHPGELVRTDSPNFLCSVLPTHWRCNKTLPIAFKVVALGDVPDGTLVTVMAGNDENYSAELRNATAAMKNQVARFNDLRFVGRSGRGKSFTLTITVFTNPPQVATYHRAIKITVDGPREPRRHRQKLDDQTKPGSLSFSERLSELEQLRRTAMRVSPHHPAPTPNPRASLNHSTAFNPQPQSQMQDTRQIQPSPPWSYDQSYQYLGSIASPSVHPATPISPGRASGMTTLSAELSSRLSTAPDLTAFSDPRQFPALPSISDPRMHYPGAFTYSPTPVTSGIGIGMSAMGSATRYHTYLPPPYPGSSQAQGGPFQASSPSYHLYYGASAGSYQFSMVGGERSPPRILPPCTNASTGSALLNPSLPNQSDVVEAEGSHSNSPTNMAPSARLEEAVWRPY
# Target sequence (Q13951 whole entry, looked up): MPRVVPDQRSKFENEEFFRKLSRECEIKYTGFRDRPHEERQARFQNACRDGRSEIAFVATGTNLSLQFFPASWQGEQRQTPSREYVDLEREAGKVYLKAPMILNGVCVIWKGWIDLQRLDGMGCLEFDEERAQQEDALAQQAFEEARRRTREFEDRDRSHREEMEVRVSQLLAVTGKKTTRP
#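 Room-temperature protein-protein interaction test with 30 nM each of His-tagged CBF-beta and biotinylated RUNX1, 15 min with compound, then 90 min with nickel plus streptavidin beads. Signal read in AlphaScreen mode.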
# Luc counter – Kinase-Glo luciferase inhibition (counter-screen) | Kinase-Glo luciferase, ATP luminescence, 8 min | AID 1379 | hit rate 0.28% among 200,000 | Potency, µM (series often up to 38.3 µM), for inactives: at the highest dose activity change, negative = inhibition, most hits filed as inhibitors; further: potency means the concentration at half of the fitted maximal effect; on the % scale 0 is the no-effect control and ±100 the full control effect; nearly all actives have a fitted effect of over 60% in size
#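 Luminescence was the read-out, taken after 8-minute incubation at ambient temperature. Luciferase turned over luciferin with 10 uM ATP in imidazole pH 7.2 buffer containing KCl, MgCl2, Tween 20 and BSA.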
# LMNA splice mod – modulators of lamin A splicing; HeLa LMNA splicing GFP/RFP minigene ratio, 48 h; Potency, µM (highest dose often 46.1 µM), inactives show at the highest dose ratio change, negative = inhibition, hits mostly inhibitors; hit rate 0.01% among 200,000; AID 1487; active means well fitted inhibition curve with a large enough effect in the signal ratio, with a control signal flat, not every such curve was filed as active; inconclusive means small, poorly fitted or top-dose-only effect, or effect the other way, or a change in a side signal; the % refers to the signal ratio; further: potency means the concentration at half of the fitted maximal effect; on the % scale 0 is the no-effect control and ±100 the full control effect
#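 Read-out is the ratio of GFP to DsRed2 object intensity, acquired by 488 nm laser-scanning cytometry on HeLa lamin A-EGFP minigene reporter cells. Compound incubation 48 hrs at 37 °C in Opti-MEM with 2% FBS; DMSO 0.5% final.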
# SMN2 splice up – increases expression of the SMN2 splice variant | AID 1458 | Potency, µM (highest dose often 46.1 µM), for inactives: at the top dose activity change, positive = activation, hits mostly activators | hit rate 2.8% among 210,000 | HEK293 SMN2-luciferase splicing reporter, luminescence, 30-36 h; further: potency means the concentration at half of the fitted maximal effect; % of control where 0% means no effect; nearly all actives have a fitted effect of over 55% in size
#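 HEK293 cells carry an SMN2 minigene-luciferase reporter in which exon 7 inclusion puts luciferase in frame. Cells were seeded at 2000 cells/well, attached for 10-12 hours, then exposed to compounds for 30-36 hours at 37C before ONE-Glo luminescence.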
# IMPase Li inh – cell-permeable IMPase inhibitors with lithium potentiation; AID 1457; CHO-M1 cells, IP1 TR-FRET (IP-One), carbachol + lithium; Potency, µM (top dose mostly 59.4 µM), without a hit: at the highest dose activity, negative = IMPase inhibition, usual class: inhibitors; hit rate 0.35% among 210,000;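 further: IP1 builds up when IMPase is blocked and the TR-FRET signal falls; potency means the concentration at half of the fitted maximal effect; plate controls were basal vehicle for no effect and high inhibitor control for full effect; nearly all actives have a fitted effect of over 50% in size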
#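 Concentration–response in CHO-M1 cells, lithium-potentiated; 30 min at 37C. IP1 detected by competitive TR-FRET after 10 min lysis at RT. Hill-fitted AC50.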
# HttQ103 aggreg – reduces HttQ103-GFP aggregates in PC12 cells; PC12 HttQ103-GFP aggregates, Acumen cytometry, 40 h; Potency, µM (highest dose often 46.1 µM), for the others: at the top dose activity change, negative = inhibition, actives largely listed as inhibitors; hit rate 1.1% among 220,000; AID 1688; further: potency means the concentration at half of the fitted maximal effect; on the % scale 0 is the no-effect control and ±100 the full control effect; nearly all actives have a fitted effect of over 60% in size
#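 Huntingtin Q103 exon 1–GFP aggregates in induced PC12 cells (100 nM tebufenozide) were quantified by cytometry from lysates, with compounds dosed in titration.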
# An asterisk follows results filed as active; ? = inconclusive; · = no result given; [ ] = another dose, or the depositor's remark. Unless noted, the call rests on the fitted dose curve; in most records, active means well fitted curve in the direction sought with a large enough effect; inconclusive means small, poorly fitted or top-dose-only effect, or another doubt; inactive means no such curve, though single readings can be large; an effect the other way counts as inactive or inconclusive.
SMILES,HTT ATP protect,CBFb-RUNX1 inh,Luc counter,LMNA splice mod,SMN2 splice up,IMPase Li inh,HttQ103 aggreg
O=C(c1cc(-c2ccc(O)cc2)on1)N1CCc2ccccc2C1,-2%,0%,2%,-10%,-1%,6%[38.3 µM],-12%
Cc1cc(N)n(-c2ccc(S(=O)(=O)c3ccc(C(C)C)cc3)cc2)n1,4%[10 µM],1%,1%,?,-50%[inhibitor],16%,-22%
Cc1c(Cl)cccc1NC(=O)CCCN1C(=O)c2cccnc2C1=O,-16%,4%,5%,0%[46 µM],-4%,1%,-8%
COc1ccc(/C=N/N=C2/NC(=O)C(c3ccccc3)(c3ccccc3)S2)cc1,6%,5%,0%,6%,22%,9%[38.3 µM],26%
CCOc1cc(/C=N/NC(=O)c2ccncc2)ccc1OC(=O)c1ccc([N+](=O)[O-])cc1,-10%,1%,1%,7%,-6%,0%[38.3 µM],-6%
Cc1ccc(C)c(NC(=O)CN(C)C(=O)[C@@H](NC(=O)c2ccc(C(C)(C)C)cc2)C(C)C)c1,12%[10 µM],-7%,2%,-6%,-88%[inhibitor],28%,?
COc1ccc(/C=C2\Cc3ccccc3C2=O)cc1OC,-12%[10 µM],16%,·,2%[46 µM],·,·,-27%[9.22 µM]
Cc1nc2cc(-c3ccc(Cl)cc3)nn2c(C)c1CCC(=O)NC(C)c1ccc2c(c1)OCCO2 (stereo not given),·,-6%[2.36 µM],0%,?,-73%[inhibitor],9%,?
CC1(C)N=c2ccc([N+](=O)[O-])c(N)c2=[N+]1[O-],14%[10 µM],-13%,·,·,·,·,-3%[9.22 µM]
O=C(CCCC(=O)NCc1ccccc1)NCc1ccccc1,9%[0.074 µM],11%,2%,1%,2%,-3%,0%
CC[C@@H](C)C(NC(=O)OC(C)(C)C)c1cn([C@@H](CCCCNC(=O)OC(C)(C)C)C(=O)N2CCN(C(=O)OC(C)(C)C)CC2)nn1 (stereo not given in full),-14%[10 µM],13%,·,·,·,-4%,-16%[9.22 µM]
Cc1cccc(C2c3[nH]c4ccccc4c3CCN2C(=O)c2cc(-c3cccn3C)n[nH]2)n1 (stereo not given),21%[10 µM],?,4%,?,·,8%,10%[9.22 µM]
Cn1c(=O)c2sccc2n2c(CCCC(=O)NCc3ccc4c(c3)OCO4)nnc12,-8%,-1%,0%,6%,-7%,-7%[38.3 µM],5%
C#Cc1ccc([C@H]2C=C(C(=O)NC3CC3)O[C@@H](OCC)[C@@H]2CCCO)cc1,8%[10 µM],5%,·,·,·,-2%,20%[9.22 µM]
COc1ccccc1C(=O)N=C1NC(=O)CC2C(=O)NCCN12 (stereo not given),8%[10 µM],8%,-1%,?,·,2%,12%[9.22 µM]
COc1ccc(CNc2nc(-c3cccc(NS(C)(=O)=O)c3)nc3ccccc23)c(OC)c1,-214%[inhibitor],·,·,?,·,6%,·
N=C(N)SCCc1ccc(OCc2ccc([N+](=O)[O-])cc2)cc1,?,15%[21.7 µM],-2%,·,·,38%[activator],·
COC(=O)c1ccc(C(NC(=O)OCc2ccccc2)/C(=C/[C@@H](C)C(=O)NCc2nc3ccccc3n2C)c2cccnc2)cc1 (stereo not given in full),-4%,4%,-3%,·,0%,1%,·
CCC(CC)NCc1ccc(OC)cc1OC,-1%[0.074 µM],21%,0%,-8%,12%,19%[38.3 µM],5%
O=C(Nc1ccccc1C(=O)N1CCOCC1)c1cccc(S(=O)(=O)N2CCCC2)c1,7%,12%,2%,5%,-16%,23%[38.3 µM],-18%
Cc1ccc(NC(=O)c2noc3c2CCCCC3)cc1C,-7%,3%,-7%,4%,7.9µM*,27%[38.3 µM],-12%
COc1ccc(NC(=O)Cn2nnc(-c3ccccc3NS(=O)(=O)c3ccc(OC)cc3)n2)cc1,12%[10 µM],-13%,-3%,?,-50%[inhibitor],-3%,7%
Cc1ccc(-c2nnc(SCC(=O)N3CCCC3)o2)cc1,22%,0%,10%,6%,14µM*,-16%[38.3 µM],5%
CCOC(=O)CC1C(=O)NCCN1c1nc2c(C)cccn2c(=O)c1/C=C1\SC(=S)N(CC(C)C)C1=O (stereo not given),5%[10 µM],-5%,·,·,·,·,-31%[9.22 µM]
Cc1cccc(-c2cc3nc(C)c(C)c(NCCCn4ccnc4)n3n2)c1,4%[10 µM],-12%,·,·,·,·,-2%[9.22 µM]

# A portion taken from the entries so far:
SMILES,HTT ATP protect,CBFb-RUNX1 inh,Luc counter,LMNA splice mod,SMN2 splice up,IMPase Li inh,HttQ103 aggreg
COC(=O)c1ccc(C(NC(=O)OCc2ccccc2)/C(=C/[C@@H](C)C(=O)NCc2nc3ccccc3n2C)c2cccnc2)cc1 (stereo not given in full),-4%,4%,-3%,·,0%,1%,·
CCC(CC)NCc1ccc(OC)cc1OC,-1%[0.074 µM],21%,0%,-8%,12%,19%[38.3 µM],5%
O=C(Nc1ccccc1C(=O)N1CCOCC1)c1cccc(S(=O)(=O)N2CCCC2)c1,7%,12%,2%,5%,-16%,23%[38.3 µM],-18%
Cc1ccc(NC(=O)c2noc3c2CCCCC3)cc1C,-7%,3%,-7%,4%,7.9µM*,27%[38.3 µM],-12%
COc1ccc(NC(=O)Cn2nnc(-c3ccccc3NS(=O)(=O)c3ccc(OC)cc3)n2)cc1,12%[10 µM],-13%,-3%,?,-50%[inhibitor],-3%,7%
Cc1ccc(-c2nnc(SCC(=O)N3CCCC3)o2)cc1,22%,0%,10%,6%,14µM*,-16%[38.3 µM],5%
CCOC(=O)CC1C(=O)NCCN1c1nc2c(C)cccn2c(=O)c1/C=C1\SC(=S)N(CC(C)C)C1=O (stereo not given),5%[10 µM],-5%,·,·,·,·,-31%[9.22 µM]
Cc1cccc(-c2cc3nc(C)c(C)c(NCCCn4ccnc4)n3n2)c1,4%[10 µM],-12%,·,·,·,·,-2%[9.22 µM]

# (further entries)
SMILES,HTT ATP protect,CBFb-RUNX1 inh,Luc counter,LMNA splice mod,SMN2 splice up,IMPase Li inh,HttQ103 aggreg
Cc1ccc(NC(=O)COC(=O)c2cccc3c(=O)c(C)c(-c4ccccc4)oc23)cc1,·,-1%,-1%,?,-2%,6%,12%
COc1ccc(-c2nn(-c3ccccc3)cc2/C=C2/SC(=S)N(Cc3ccco3)C2=O)c(C)c1,13%,2%,-4%,17%,-10%,0%[38.3 µM],14%
CCOC(=O)NC(c1ccc(C(C)C)cc1)C(Cl)(Cl)Cl (stereo not given),5%[10 µM],21%,3%,?,-61%[inhibitor],11%,?
COc1ccc(Cl)cc1Nc1nc(N)nc(C(F)(F)F)n1,3%,-1%,2%,?,-11%,4%[38.3 µM],12%
COc1cc(OC)c(C2C(C(=O)N3CCOCC3)=C(C)NC3=C2C(=O)CC(C)(C)C3)cc1OC (stereo not given),-48%[inhibitor],-4%,1%,-13%,3%,-3%[38.3 µM],-9%
O=C(Nc1ccc2ccccc2c1)c1ccc(NS(=O)(=O)c2ccc(Br)s2)cc1,33%[10 µM],-8%,1%,?,12%,23%,-26%
Cc1nn(Cc2ccc(C(=O)Nc3ccc(C(=O)OC(C)C)cc3)o2)c(C)c1Cl,-17%,0%,0%,-14%,-68%[inhibitor],43%[activator][38.3 µM],1%
CC1CN(S(=O)(=O)c2cccc3cnccc23)CCN1 (stereo not given),·,8%,0%,?,11%,7%,·
Cc1cccc2cc(/C=C3\N=C(c4ccccc4)OC3=O)c(N3CCOCC3)nc12,-9%,5%,-2%,2%,-6%,-12%[38.3 µM],6%
COc1cc(/C=N/NC(=O)CNc2n[nH]c(=O)[nH]c2=O)ccc1OCc1ccccc1,-11%[10 µM],0%,·,·,·,·,-18%[9.22 µM]
Cc1cccc(NS(=O)(=O)c2ccc(C3CCCCC3)cc2)c1,-57%[inhibitor],7%,-1%,?,-38%[inhibitor],5%[38.3 µM],11µM*
O=C(Nc1ccc(N2CCOCC2)nc1)c1ccccc1Cl,16%[10 µM],0%,·,·,·,·,4%[9.22 µM]
O=C1c2ccccc2-c2cccc(C(=O)N3CCCCC3)c21,2%[10 µM],0%,·,·,·,·,-7%[9.22 µM]
CCN(CC)CCNC(=O)Cn1ncc2ccccc2c1=O,2%[10 µM],3%,·,·,·,·,-1%[9.22 µM]
Cc1cccc(NCc2nc(SCC(N)=O)n[nH]2)c1,6%[10 µM],11%,-5%,7%,-17%,-8%[38.3 µM],-3%
CNC(=S)Nc1ccc(C)cc1,·,0%,-3%,-6%,-3%,-17%,-1%
O=C(CSc1cn(Cc2cccc(F)c2)c2ccccc12)NCc1ccc(F)cc1,·,-2%[2.36 µM],-2%,-1%,-2%,2%,-12%
CCCC(=O)N1CCN(c2ccc(NC(=O)c3sc4ccccc4c3Cl)cc2)CC1,-36%,0%,-5%,-4%,-21%,-7%[38.3 µM],8%
Cn1cccc1/C=N/NC(=O)CSc1nc2ccccc2[nH]1,-15%[10 µM],-7%,·,·,·,·,-25%[9.22 µM]
CCc1nc(SCc2ccc(C(=O)OC)o2)c2c(=O)n(C)c(=O)n(C)c2n1,-6%[10 µM],-2%,-1%,-1%,-11%,22%,10%
Fc1ccc(NC(=S)NNc2ncc(C(F)(F)F)cc2Cl)c(F)c1,-96%[inhibitor],-3%,0%,?,-60%[inhibitor],12%,7.9µM*
c1ccc(Nc2nc3ccccc3o2)cc1,-59%[inhibitor],-4%,13µM*,3%,?,34%[activator][38.3 µM],-7%
Cc1ccc(NC(=O)c2ccc3nc[nH]c3c2)c(O)c1,4%[10 µM],-17%,-4%,-19%[46 µM],13µM*,5%,13%
N#Cc1c(N)n[nH]c1CCCN,-18%,5%,-4%,7%,1%,17%[38.3 µM],-5%
Cc1c(Cl)cccc1NC(=O)C1NC(=O)CC1c1ccccc1 (stereo not given),-4%,2%,20%,-3%,-19%,-9%[38.3 µM],23%
Cc1csc(NC(=O)c2cc(C)oc2C)n1,-18%,-8%,?,10%,58%,-7%[38.3 µM],2%
O=C(CN(Cc1ccccc1)S(=O)(=O)c1ccc2c(c1)OCCO2)N/N=C/c1ccc(F)cc1,-57%[inhibitor],-3%,1%,4%,-16%,8%[38.3 µM],-6%
